Assay outcomes deposited in PubChem by several laboratories.
TNAP act hiacc: increases human TNAP activity under high phosphate acceptor concentration | activation factor at 20 µM | purified TNAP, CDP-star luminescence, 1 M DEA, 30 min; hits give high values; 0 = EDTA background, 1 = DMSO-only activity | P05186 | 200,000 tested, under 10 active;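 active = activation factor at least 2 at 20 µM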
Target sequence (P05186 whole entry, looked up): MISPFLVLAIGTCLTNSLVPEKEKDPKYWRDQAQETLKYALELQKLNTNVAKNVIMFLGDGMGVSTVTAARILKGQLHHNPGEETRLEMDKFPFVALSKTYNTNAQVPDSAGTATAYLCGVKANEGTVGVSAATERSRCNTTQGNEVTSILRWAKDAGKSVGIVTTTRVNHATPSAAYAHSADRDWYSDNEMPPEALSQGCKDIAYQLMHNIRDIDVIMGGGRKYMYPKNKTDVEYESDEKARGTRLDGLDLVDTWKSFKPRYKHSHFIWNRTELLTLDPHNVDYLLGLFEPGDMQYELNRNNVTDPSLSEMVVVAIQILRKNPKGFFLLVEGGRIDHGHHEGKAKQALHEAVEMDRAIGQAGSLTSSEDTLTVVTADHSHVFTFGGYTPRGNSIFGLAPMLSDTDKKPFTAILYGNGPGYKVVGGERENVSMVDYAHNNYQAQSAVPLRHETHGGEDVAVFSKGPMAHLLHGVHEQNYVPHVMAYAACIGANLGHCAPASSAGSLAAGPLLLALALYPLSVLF
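Test system – human TNAP · Doses – 20 µM single point · Incubation – 30 min, room temperature · Signal – luminescent substrate turnover signal · Read-out basis – activation factor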
PMI act hi M6P: PMI (human) activation, high substrate; 0.34% of 190,000 active; activation factor at 20 µM; P34949; coupled PMI enzyme assay, resazurin fluorescence, 20 min; hits give high values; 1 = untreated enzyme, 0 = substrate-free blank; AID 1216;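 active = activation factor of 2 or more at 20 µM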
Target sequence (P34949 whole entry, looked up): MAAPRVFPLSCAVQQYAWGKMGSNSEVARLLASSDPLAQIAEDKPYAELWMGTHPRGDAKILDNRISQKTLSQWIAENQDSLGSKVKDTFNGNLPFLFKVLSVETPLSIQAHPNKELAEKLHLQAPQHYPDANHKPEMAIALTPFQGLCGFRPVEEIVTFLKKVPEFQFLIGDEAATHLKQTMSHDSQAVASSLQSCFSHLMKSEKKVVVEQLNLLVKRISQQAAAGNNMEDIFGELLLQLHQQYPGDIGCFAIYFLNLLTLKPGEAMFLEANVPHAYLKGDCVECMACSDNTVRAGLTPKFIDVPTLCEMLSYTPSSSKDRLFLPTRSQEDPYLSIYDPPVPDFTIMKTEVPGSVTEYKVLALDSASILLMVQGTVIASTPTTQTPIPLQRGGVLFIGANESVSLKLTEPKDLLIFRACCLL
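Test system – human PMI in coupled enzyme assay · Timing – 20 min incubation at room temperature · Detection – Diaphorase-driven resazurin-to-resorufin fluorescence, excitation 544, emission 590 nm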
bIAP activator: intestinal alkaline phosphatase (bovine) activation | purified bovine IAP, CDP-star luminescence, 30 min; hits give high values; fold of DMSO-control signal, blank-subtracted | activation factor at 20 µM | 0.17% of 200,000 active;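 active = activation factor of 2 or more at 20 µM, a signal rise over negative controls twice the positive control's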
PMI act: increases human mannose-6-phosphate isomerase activity | purified human PMI, coupled resazurin fluorescence, 20 min; hits give high values; 1 = vehicle control, 0 substrate-free wells | activation factor at 20 µM | 0.005% of 190,000 active | AID 1214;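 active = activation factor of 2 or more at 20 µM, relative to plate controls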
TNAP inh hiacc: TNAP (human) inhibition, high acceptor; 0.03% of 200,000 active; inhibition, % at 20 µM; purified TNAP, CDP-star luminescence, 1 M DEA; P05186;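 active = over 50% inhibition of tissue-nonspecific alkaline phosphatase at 20 µM in the single-dose screen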;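 note: plate controls were DMSO wells for no effect and EDTA-quenched wells as full inhibition for full effect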
Diaphorase inh: counter-screen for diaphorase-based assays: diaphorase inhibitors and chemical oxidizers. diaphorase resazurin-to-resorufin fluorescence, NADH, 16 min; bacterial (C. kluyveri) enzyme, not human. inhibition, % at 20 µM. 0.69% of 190,000 active. AID 1217;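 active = primary screen inhibition at 20 µM above a set limit, cut at about 50% in these data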;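 note: plate controls were DMSO with full reaction for no effect and wells lacking NADH for full effect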
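Benchmarks: positive control wells lacking NADH, neutral wells with DMSO only. System: bacterial diaphorase enzyme (C. kluyveri). Input: 0.14 U/mL diaphorase, enzyme working solution. Detection: resorufin fluorescence, excitation 544 nm, emission 590 nm. Times: 16-min room-temperature incubation before reading.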
bIAP inh: blocks bovine intestinal alkaline phosphatase activity; purified bovine IAP, CDP-star luminescence, 30 min; inhibition, % at 20 µM; 190,000 tested, under 10 active; AID 1019;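 active = over 50% inhibition of intestinal alkaline phosphatase at 20 µM in the single-dose screen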
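System: Purified bovine intestinal alkaline phosphatase (IAP) enzyme | Input: IAP diluted 1/65,000,000 in the well | Also added: CDP-star chemiluminescent phosphatase substrate, 30 µM final | Dosing: 20 µM single dose | Times: Enzyme reaction for 30 min at room temperature | Detection: Luminescence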
Diaph act CS: counter-screen for diaphorase-based assays: diaphorase activators and chemical reducers; AID 1229; Diaphorase/resazurin coupled assay, resorufin fluorescence, 16 min; hits give high values; 1 = vehicle wells, 0 = NADH-free wells; activation factor at 20 µM; 0.005% of 190,000 active;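 active = diaphorase activity raised at least twofold by the compound at 20 µM; inactive = activation factor below 2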
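Material: Clostridium kluyveri diaphorase, purified enzyme; Quantity: enzyme 0.07 U/mL final; Medium: HEPES pH 7.4 buffer with MgCl2 and Tween 20; Dosing: single compound dose of 20 µM, 1% DMSO final; Schedule: 16 min reaction at room temperature; Measured by: red resorufin fluorescence at 544/590 nm excitation/emission.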
TNAP inh no acc: TNAP (human) inhibition, acceptor-free conditions; purified TNAP, CDP-star luminescence, 30 min; inhibition, % at 20 µM; 0.26% of 200,000 active; AID 1012;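 active = tissue-nonspecific alkaline phosphatase inhibition above about 50% at 20 µM in the single-dose screen, limit read from the data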;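 note: 0% = DMSO negative control and 100% = EDTA positive control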
Lmaj promast: inhibitors of Leishmania major promastigote growth | 9% of 200,000 active | inhibition, % at 10 µM | Leishmania major promastigotes, resazurin fluorescence viability | AID 1063; in the data active = inhibition above about 50%;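 note: promastigotes grown with compound for 44 hours at 28 °C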
Active calls of the source: *; x = no result given. Random draw from the library (roughly 10% active in at least one column).

compound,TNAP act hiacc,PMI act hi M6P,bIAP activator,PMI act,TNAP inh hiacc,Diaphorase inh,bIAP inh,Diaph act CS,TNAP inh no acc,Lmaj promast
CCCNC(=O)c1oc2ccc3c(c2c1C)C(=O)CC(C)(C)O3,1.1,1,0.9,1,-10,0,6,1,-2,8
CCOC(=O)N1CCN(c2ncnc3c2[nH]c2ccc(OC)cc23)CC1,1,0.8,0.9,0.8,0,19,12,0.8,-5,7
O=c1cc(N2CCCCC2)c(-c2ccccc2)nn1Cc1ccccc1Cl,1,0.9,0.8,0.9,-4,21,15,0.8,-8,38
Cc1ccc2c(c1)c1c(n2CC(O)CNC(CO)(CO)CO)CCCC1 (configuration not stated),1,1,1.1,1,-3,-2,-13,1,10,-2
CCC1CCCCN1C(=O)CCCOc1ccccc1 (configuration not stated),1,1,1.1,1,-1,8,-6,0.9,8,-2
COc1ccc(C2c3[nH]c4ccccc4c3CCN2Cc2ccoc2)c(F)c1 (configuration not stated),1.1,0.9,1,0.8,-5,26,-4,0.7,-9,17
O=C(O)c1cccc(NC(=S)N/N=C/c2ccccc2OCc2ccc(Br)cc2)c1,1,1.1,0.9,1,4,51*,5,0.5,-44,-2
Oc1ccc(N=Nc2n[nH]c(-c3ccc(Br)cc3)n2)cc1,0.6,1,1.6,0.9,44,5,-58,1,75*,49
Cc1ccc(C2=NN=C(NC(=O)CSc3nncn3C)SC2)cc1,1,1.1,1,0.9,-3,28,0,0.7,8,7
CC(C)NS(=O)(=O)c1ccc(Oc2ncc(C(F)(F)F)cc2Cl)cc1,1.1,0.8,0.9,0.8,-5,26,14,0.7,-10,-5
C#CCn1cc(/C=N/NC(=O)c2cc3ccccc3o2)c2ccccc21,1,1,0.9,1,1,20,6,0.8,1,3
Cc1ccc(S(=O)(=O)NC(C)C(=O)Nc2ccc(C(N)=O)cc2)cc1 (configuration not stated),1,1,0.9,1,0,10,8,0.9,-2,-5
O=C(O)CCN1C(=O)C(=C2CCCCCC2)SC1=S,1.1,0.7,1.1,0.9,-8,30,-8,0.7,-30,-3
CCOC(=O)C(O)(C1C(=O)CC(C)(C)CC1=O)C(F)(F)F (configuration not stated),1,1.2,0.9,1.2,0,14,5,0.9,-11,-4
COC(=O)c1ccc(NC(=O)NC2CCCCC2)cc1,1,1,1.5,1,-4,16,-54,0.8,-7,52*
Cc1sc2nc(C(C)C)nc(SCC(=O)NCc3ccco3)c2c1C,1.1,1.2,1,1.1,-7,16,0,0.8,2,-5
CCN(CC)CCOC(=O)c1c(C)oc2ccc(OC)cc12,1.1,1,1,1,-7,1,0,1,-12,100*
Cc1cc(C)nc(Nc2cc([N+](=O)[O-])ccc2C)n1,1,1,1,1.1,-4,8,-1,0.9,-9,2
COc1ccc2c(C(F)(F)F)cc(=O)oc2c1C,0.9,1,1,1.1,7,0,-1,1,0,-4
COc1cccc(-c2cc(C(=O)N3CCc4ccccc4C3)no2)c1,1.1,0.8,0.9,0.8,-7,29,11,0.7,-7,0
Cc1ccnc(SCC(=O)Nc2oc(-c3ccccc3)c(-c3ccccc3)c2C#N)n1,1,1,0.9,1,2,13,9,0.9,4,0
O=C(NNC(=O)c1cccs1)c1ccc(Br)o1,1.1,1.1,0.9,1.1,-5,9,8,0.9,-19,-7
Cc1cc(Cl)ccc1OCC(=O)OC(C)C(=O)N(C)C (configuration not stated),1,1,1,1.1,-3,19,-3,0.8,-6,-6
COc1cc(C2C(C(C)=O)=C(O)C(=O)N2c2ccc(C)cc2)ccc1O (configuration not stated),1,1.1,0.7,1,0,1,26,1,2,-6
C=CCN(CC=C)C(=S)NC(=O)c1ccc(-c2ccccc2)cc1,1,1.1,0.7,1.1,1,-4,30,1,-2,7

A second format for 4 compounds above.
> O=C(O)CCN1C(=O)C(=C2CCCCCC2)SC1=S
- TNAP act hiacc: 1.1
- PMI act hi M6P: 0.7
- bIAP activator: 1.1
- PMI act: 0.9
- TNAP inh hiacc: -8
- Diaphorase inh: 30
- bIAP inh: -8
- Diaph act CS: 0.7
- TNAP inh no acc: -30
- Lmaj promast: -3
> Cc1cc(Cl)ccc1OCC(=O)OC(C)C(=O)N(C)C (configuration not stated)
- TNAP act hiacc: 1
- PMI act hi M6P: 1
- bIAP activator: 1
- PMI act: 1.1
- TNAP inh hiacc: -3
- Diaphorase inh: 19
- bIAP inh: -3
- Diaph act CS: 0.8
- TNAP inh no acc: -6
- Lmaj promast: -6
> Oc1ccc(N=Nc2n[nH]c(-c3ccc(Br)cc3)n2)cc1
- TNAP act hiacc: 0.6
- PMI act hi M6P: 1
- bIAP activator: 1.6
- PMI act: 0.9
- TNAP inh hiacc: 44
- Diaphorase inh: 5
- bIAP inh: -58
- Diaph act CS: 1
- TNAP inh no acc: 75*
- Lmaj promast: 49
> C#CCn1cc(/C=N/NC(=O)c2cc3ccccc3o2)c2ccccc21
- TNAP act hiacc: 1
- PMI act hi M6P: 1
- bIAP activator: 0.9
- PMI act: 1
- TNAP inh hiacc: 1
- Diaphorase inh: 20
- bIAP inh: 6
- Diaph act CS: 0.8
- TNAP inh no acc: 1
- Lmaj promast: 3

The list goes on.
compound,TNAP act hiacc,PMI act hi M6P,bIAP activator,PMI act,TNAP inh hiacc,Diaphorase inh,bIAP inh,Diaph act CS,TNAP inh no acc,Lmaj promast
CCCCCCCCCC[n+]1cccc2c3ccccc3ccc21,1,1.2,0.8,1.1,2,-41,22,1.4,1,100*
CCN(CC)C(=O)CSc1nc2ccccc2c(=O)n1CC,1,1.1,1,1.1,-5,10,-2,0.9,-10,-1
CCn1cc(C2=NOC(C(=O)Nc3ccc4c(c3)OCO4)C2)c(C)n1 (configuration not stated),1,0.9,1,0.9,-4,12,5,0.9,-7,57*
O=S(=O)(c1cccc(Cl)c1)N1CCCC1,1.1,0.9,0.9,0.8,-6,12,14,0.9,-9,-4
Clc1ccc(-c2cn3c(n2)-c2ccccc2C3)cc1Cl,1,1,0.8,0.9,-2,8,17,0.9,-6,34
COc1ccc(CSCC(=O)N/N=C/c2ccccc2OCc2ccccc2)cc1,1.1,1,0.4,0.9,-6,12,x,0.9,-13,-4
CCNC(=O)c1ccccc1-c1nc(-c2ccccc2Cl)no1,1,1,0.9,1,-4,11,10,0.9,-16,-1
Cc1ccc(C=Nc2ccccc2C(N)=O)o1,1.1,1.1,0.9,1.2,-9,-12,7,1.1,-1,8
O=C(N/N=C/c1cccnc1)c1ccccc1OCc1cccc(Br)c1,1,1,0.9,1,-2,6,12,0.9,-5,7
O=C(CN1C(=O)NC2(CCCCCC2)C1=O)NCc1ccco1,1,0.9,1,0.9,0,12,3,0.9,-9,-2
COc1cccc(/C=N/n2cncn2)c1OCC#N,1,0.9,0.8,0.9,-3,20,20,0.8,-10,-5
CC(Oc1ccccc1)C(=O)N1CCCc2ccccc21 (configuration not stated),1,0.9,1,0.9,-4,8,2,0.9,-10,-4
COc1ccc(OCC(=O)NNC(=O)c2cccnc2)cc1,1.1,1.1,1,1,-6,-11,4,1.1,-4,-6
O=C1OCCC1Sc1nc2cc(Cl)ccc2s1 (configuration not stated),1,1,0.9,1.1,-5,8,8,0.9,-4,-5
O=C(Nc1ccccc1)c1ccc(C(=O)Nc2ccccc2)nc1,1.1,1,0.9,0.9,-7,11,12,0.9,-12,-6
CN1C(=O)C(O)(CC(=O)/C=C/C=C/c2ccccc2)c2ccccc21 (configuration not stated),1,1.1,1,1,0,-3,-3,1,-12,6
CCN(CC)C(=O)c1c(C)nc2ccccn12,1,1,1.1,0.9,-3,6,-7,0.9,-13,-1
Cc1ccc(C(C)C)c(OCCNS(C)(=O)=O)c1,1,1,0.9,1,-3,9,12,0.9,-1,-2
Clc1ccccc1-c1nnc(-c2ccccc2Cl)o1,1,1,1,1,1,12,4,0.9,-4,3
COc1ccc(C(=O)Nc2ccccc2-c2nnn(CC(=O)NCc3ccco3)n2)cc1,1.1,1,0.9,1,-8,12,8,0.9,-18,-4
O=C1/C(=C/c2cccs2)CCc2ccccc21,1,0.9,0.3,0.9,-3,16,x,0.8,3,17
O=C(CN1CCCCC1)Nc1cccc(-n2cnnn2)c1,1,0.9,0.9,0.9,3,6,6,0.9,-10,6
NC(=O)c1c(NC(=O)c2ccco2)sc2c1CCC2,1,0.9,0.9,0.9,0,17,6,0.8,-4,-1
c1ccc(C2=Nn3c(nnc3-c3n[nH]c4c3CCC4)SC2)cc1,1,0.9,1,0.9,1,26,-4,0.7,-50,33
CCN(CC)S(=O)(=O)c1cccc(C(=O)/C=C2/N(C)c3ccccc3C2(C)C)c1,1,0.9,0.8,0.8,0,21,23,0.8,5,25
COC(=O)/C=c1/sc2n(c1=O)CCN=2,1.1,1,1,1.2,-11,9,-3,0.9,-4,3
CC(C)CCn1c(N2CCN(c3cccc(Cl)c3)CC2)nc2c1c(=O)[nH]c(=O)n2C,1,1,1,0.9,-4,13,4,0.9,-10,12
